LMNA splice mod: qHTS Assay for Modulators of Lamin A Splicing; Potency, µM (titrated, usually from 46.1 µM), for inactives: at the top dose ratio change, negative = inhibition, hits mostly inhibitors; HeLa LMNA splicing GFP/RFP minigene ratio, 48 h; AID 1487, 2009; actives 0.01% (n = 200,000); active = well fitted inhibition curve with a large enough effect in the signal ratio, with a control signal flat, not every such curve was filed as active; inconclusive = small, poorly fitted or top-dose-only effect, or effect the other way, or a change in a side signal; the % refers to the signal ratio; note: potency is the fitted concentration of half-maximal effect; % is set by controls: 0 for no effect and ±100 for the full control effect
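S3 HeLa cells stably expressing lamin A-EGFP splicing minigene plus DsRed2, 600 cells/well, 48 h compound exposure at 37C. Laser-scanning cytometry; analysed as GFP (500-530 nm)/RFP (575-640 nm) total intensity ratio; 0.5% DMSO vehicle.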
HttQ103 aggreg: qHTS Multiplex Assay to Identify Dual Action Probes in a Cell Model of Huntington: Aggregate Formation (GFP). PC12 HttQ103-GFP aggregates, Acumen cytometry, 40 h. actives 1.1% (n = 220,000). Potency, µM (titrated, usually from 46.1 µM), for inactives: top-dose activity change, negative = inhibition, usual class: inhibitors. AID 1688, 2009; note: potency is the fitted concentration of half-maximal effect; % is set by controls: 0 for no effect and ±100 for the full control effect; nearly all actives have a fitted effect of over 60% in size
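Quantitative HTS on tebufenozide-induced (100 nM) PC12 cells stably expressing polyQ103 Huntingtin exon 1–GFP. Reduction of bright GFP aggregates, detected by laser scanning cytometry after lysis, identified actives across the titration.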
SMN2 splice enh: qHTS Assay for Enhancers of SMN2 Splice Variant Expression; HEK293 SMN2-luciferase splicing reporter, luminescence, 30-36 h; Potency, µM (doses to about 46.1 µM), for the others: at the top dose activity change, positive = activation, usual class: activators; actives 2.8% (n = 210,000); note: potency is the fitted concentration of half-maximal effect; % of control where 0% means no effect; nearly all actives have a fitted effect of over 55% in size
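HEK293 cells carry an SMN2 […]–luciferase reporter in which exon 7 inclusion puts luciferase in frame. Cells were plated 10-12 h before compound addition, then incubated 30-36 h at 37C. ONE-Glo luminescence was read; sodium butyrate at 4.5 mM final served as control.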
KinaseGlo FLuc: Counterscreen for Luciferase (Kinase-Glo TM) Inhibition; Luciferin 4-monooxygenase (Photuris pensylvanica), Q27757; Kinase-Glo luciferase, ATP luminescence, 8 min; Potency, µM (highest dose often 38.3 µM), without a hit: top-dose activity change, negative = inhibition, usual class: inhibitors; actives 0.28% (n = 200,000); note: potency is the fitted concentration of half-maximal effect; % is set by controls: 0 for no effect and ±100 for the full control effect; nearly all actives have a fitted effect of over 60% in size
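Compounds were added to a substrate mix at pH 7.2 (50 mM imidazole, 10 uM ATP, within the enzyme's linear range), followed by Kinase-Glo detection reagent; luminescence was measured after 8 minutes at ambient temperature.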
IMPase Li cell: qHTS Assay for Identifying the Cell-Membrane Permeable IMPase Inhibitors: Potentiation with Lithium | Potency, µM (doses to about 59.4 µM), for the others: at the highest dose activity, negative = IMPase inhibition, actives largely listed as inhibitors | actives 0.35% (n = 210,000) | AID 1457, 2008 | CHO-M1 cells, IP1 TR-FRET (IP-One), carbachol + lithium;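 note: IP1 builds up when IMPase is blocked and the TR-FRET signal falls; potency is the fitted concentration of half-maximal effect; plate controls were basal vehicle for no effect and high inhibitor control for full effect; nearly all actives have a fitted effect of over 50% in size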
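CHO cells stably expressing M1 receptor (2000/well) were cultured 16–30 h, then exposed to compounds with a small lithium addition for 30 min at 37C. IP1 was measured by TR-FRET competition; AC50 from Hill fits.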
CBFb RUNX1 block: qHTS Assay for Compounds Blocking the Interaction Between CBF-beta and RUNX1 for the Treatment of Acute Myeloid Leukemia; 230,000 tested, under 10 active; Runt-related transcription factor 1 (Homo sapiens) + Core-binding factor subunit beta …; AlphaScreen CBFb-His/RUNX1-biotin binding, biochemical; AID 1477, 2009; Potency, µM (top dose mostly 59.8 µM), for the others: at the top dose activity, negative = inhibition, usual class: inhibitors; note: % of control where 0% means no effect
Target sequence (Q01196 whole entry, looked up): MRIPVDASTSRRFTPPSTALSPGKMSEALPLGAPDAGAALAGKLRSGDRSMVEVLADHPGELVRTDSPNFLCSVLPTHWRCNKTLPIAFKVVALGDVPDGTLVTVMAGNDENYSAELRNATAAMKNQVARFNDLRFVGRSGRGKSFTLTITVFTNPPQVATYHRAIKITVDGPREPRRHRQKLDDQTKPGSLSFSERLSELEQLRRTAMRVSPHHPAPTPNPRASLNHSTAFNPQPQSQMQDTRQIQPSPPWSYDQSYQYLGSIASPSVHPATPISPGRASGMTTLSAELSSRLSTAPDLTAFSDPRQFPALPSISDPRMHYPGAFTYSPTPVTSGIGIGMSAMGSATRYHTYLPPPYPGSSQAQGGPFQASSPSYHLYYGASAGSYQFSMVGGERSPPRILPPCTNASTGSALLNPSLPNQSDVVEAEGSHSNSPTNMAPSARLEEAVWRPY
Target sequence (Q13951 whole entry, looked up): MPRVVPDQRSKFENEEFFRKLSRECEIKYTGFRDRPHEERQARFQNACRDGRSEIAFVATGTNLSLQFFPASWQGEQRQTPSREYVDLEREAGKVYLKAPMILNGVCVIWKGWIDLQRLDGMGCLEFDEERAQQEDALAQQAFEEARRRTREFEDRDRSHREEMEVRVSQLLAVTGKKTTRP
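His-tagged CBF-beta and biotinylated RUNX1 (30 nM each) were premixed 20 min at room temperature, exposed to compound for 15 min, then given nickel-chelate and streptavidin AlphaScreen beads (50 ng each). After 90 min, AlphaScreen signal was read.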
HTT ATP protect: qHTS Multiplex Assay to Identify Dual Action Probes in a Cell Model of Huntington: Cytoprotection (ATP) | Potency, µM (highest dose often 56.4 µM), without a hit: cytoprotection (ATP increase), hits mostly activators | actives 0.14% (n = 230,000) | PC12 HTT-Q103 induced, cytoprotection, ATP luminescence, 40 h | AID 1471, 2008;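 note: potency is the fitted concentration of half-maximal effect; % of control where 0% means no effect; nearly all actives have a fitted effect of over 45% in size; toxic huntingtin expression switched on by the ecdysone agonist tebufenozide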
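ATP quantification (ATPlite) reports survival of PC12 cells in which tebufenozide, 100 nM final, switches on Htt exon 1 with 103 glutamines linked to GFP; compounds are titrated.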
Active calls of the source: *; u = inconclusive; x = no result given; & = joins results of further samples; [ ] = remark or other dose. Unless noted, calls come from the whole dose curve; as a rule, active = well fitted curve in the direction sought with a large enough effect; inconclusive = small, poorly fitted or top-dose-only effect, or another doubt; inactive = no such curve, though single readings can be large; an effect the other way counts as inactive or inconclusive.

SMILES	LMNA splice mod	HttQ103 aggreg	SMN2 splice enh	KinaseGlo FLuc	IMPase Li cell	CBFb RUNX1 block	HTT ATP protect
CCCCC(=O)OCC(=O)c1[nH]c(C)c(C(=O)OCC)c1C	-10.2%	-1.8%	27.4%	-5.1%	24.4%[38.3 µM]	-5.2%	7.8%
CN(n1cnc2ccccc2c1=O)S(C)(=O)=O	u	1.2%[9.22 µM]	x	x	x	3.0%	3.1%[10 µM]
Cc1cc(N2CCCCC2)nc(SCc2ccc(C#N)cc2)n1	u	u	-3.5%	7.2%	25.0%[38.3 µM]	-4.9%	13.8%[10 µM]
COc1ccc2oc(=Nc3cc(F)ccc3F)c(C(N)=O)cc2c1	x	-0.4%	-19.0%	7.2%	-11.8%	-3.0%	-108.7%[inhibitor]
CC(C)(C)n1nc2c(c1NC(=O)COc1ccc(Cl)cc1)CS(=O)(=O)C2	x	-2.2%	4.8%	3.4%	5.6%	-4.5%	-27.0%
CCc1ccc(OCC(=O)N/N=C/c2cc([N+](=O)[O-])ccc2N2CCOCC2)cc1	-18.8%	8.8%	-7.5%	2.2%	-6.4%	-14.1%	-9.2%[10 µM]
O=C(CSc1nnc(C2COc3ccccc3O2)o1)Nc1ccc(F)cc1Cl (configuration not stated)	-19.5%[46 µM]	0.6%	8.6%	3.9%	7.3%	22.5%	14.1%[10 µM]
N/C(=N/OCC(=O)Nc1cccc2ccccc12)c1nonc1N	15.6%	2.6%	-11.3%	-2.9%	-5.6%[38.3 µM]	5.0%	-30.5%
Cn1cc(C(=O)N2CCc3ccccc3C2)c(=O)c2cc(S(=O)(=O)N3CCOCC3)ccc21	x	-7.0%	3.9%	-1.0%	-3.8%	0.2%	20.2%
CN(C)c1ccc(NC(=O)Nc2ccc3snnc3c2)cc1	u	-6.6%	-0.7%	10.3%	-0.9%[38.3 µM]	-13.2%	-4.0%
CCOC(=O)C1=C(C)NC(=O)NC1c1c(O)ccc2ccccc12 (configuration not stated)	-7.3%	24.8%	-1.3%	-0.5%	1.0%[38.3 µM]	0.8%	-6.4%
Cc1cccc(NC(=O)c2ccc([N+](=O)[O-])o2)n1	u	4.9%	-9.8%	-0.4%	-9.0%[38.3 µM]	1.0%	14.3%
CCc1ccccc1NC1=NCC(=O)N1Cc1ccccc1	-1.2%	0.7%	3.2%	-1.1%	9.2%[38.3 µM]	3.8%	-0.3%
CN(CCO)c1ccc(-c2nn(C)c(=O)c3ccccc23)cc1[N+](=O)[O-]	x	10.1%[9.22 µM]	x	x	x	3.8%	-8.0%[10 µM]
CSc1cccc(NC(=O)CN(c2ccccc2)S(=O)(=O)N(C)C)c1	9.8%	19.9%	-14.1%&-19.0%	4.0%	6.3%[38.3 µM]	-7.9%	10.2%
CCOC(=O)CC(=O)CSc1ccc2nnc(-c3ccccc3)n2n1	-3.8%	u	-4.6%	4.0%	24.9%[38.3 µM]	3.8%	-1.9%[10 µM]
CCN(CC)C(=S)NC(=O)c1ccc(F)cc1	14.4%[46 µM]	17.2%	3.4%	-0.1%	6.6%	-6.2%	7.6%
Cc1cc(C)cc(NC(=S)/C(=C(\[O-])c2ccc(Cl)s2)[n+]2cccc(C)c2)c1	-23.4%[46 µM]	5.7%[9.22 µM]	-16.0%	1.9%	13.7%	-6.7%	-40.6%
C=CCn1c(SCC(=O)N2CCc3ccccc3C2)nc2sc(C)cc2c1=O	2.5%[0.0737 µM]	-10.8%	-52.3%[inhibitor]	-2.0%	1.7%[38.3 µM]	7.7%	-45.2%[inhibitor]
COc1ccc2c3c(c(=O)oc2c1OCC(=O)C(C)(C)C)CCCC3	12.3%	11.6%	-23.9%	4.3%	-8.7%[38.3 µM]	1.4%	-33.0%
CCC(=O)N(Cc1cc2cc(OC)ccc2[nH]c1=O)c1ccc(C)cc1C	-3.1%	-8.8%	15.1%	-0.7%	5.1%[38.3 µM]	3.4%	-27.3%
NS(=O)(=O)c1ccc(NC(=O)COC(=O)COc2ccccc2)cc1	x	21.2%	-8.7%	0.1%	-8.5%	-5.1%	9.9%[10 µM]
Cc1ccc(NC(=O)CSc2nc3nc(C)cc(C)c3c(=O)[nH]2)cc1	u	u	x	-5.4%	27.9%[38.3 µM]	9.4%	-27.7%[10 µM]
O=C(Nc1nnc(SCc2ccccc2Cl)s1)c1cccc([N+](=O)[O-])c1	u	u	-20.3%	1.3%	5.6%	u	-1.1%[10 µM]
COc1ccc(-c2nnc3ccc(SCC(=O)Nc4cc(C)on4)nn23)cc1OC	x	-14.6%	-13.9%	6.5%	u	-1.6%	-21.2%
Next entries.
SMILES	LMNA splice mod	HttQ103 aggreg	SMN2 splice enh	KinaseGlo FLuc	IMPase Li cell	CBFb RUNX1 block	HTT ATP protect
O=C(c1cnc2sccn2c1=O)N1CCCc2ccccc21	-4.4%	-6.4%	4.7%	-0.3%	18.9%[38.3 µM]	4.4%	6.8%
CCOc1ccccc1NC(=O)/C=C/C(N)=O	u	-89.8%	2.6%	-0.4%	24.9%[38.3 µM]	-1.5%	-116.1%[inhibitor]
O=C(COc1ccccc1)NC(=S)Nc1ccc2c(c1)Cc1ccccc1-2	u	u	5.2%	-0.5%	u	-9.7%	x
COc1cccc(CN2CCN(c3nc4nonc4nc3N3CCCCC3)CC2=O)c1	x	-14.6%[9.22 µM]	x	x	6.9%	5.0%	-15.0%[10 µM]
O=C1CC(N2CCN(C(c3ccccc3)c3ccccc3)CC2)C(=O)N1 (configuration not stated)	4.5%	-0.4%	-1.0%	1.2%	-1.6%[38.3 µM]	-1.0%	4.3%
CCCCN(CCCC)NC(=O)c1ccccc1	-12.2%[46 µM]	4.9%	-7.5%	1.3%	1.8%	-2.0%	u
COc1ccc(NC(=O)c2cc3n(n2)C(C(F)(F)F)CC(c2ccc(OC)cc2)N3)cc1 (configuration not stated)	13.9%	2.8%	-23.7%	0.3%	-20.5%[38.3 µM]	8.2%	-11.0%
Cc1cc(C(C)(C)C)cc(C)c1C(=O)O	x	-12.9%[9.22 µM]	x	x	x	-2.1%	-9.8%[10 µM]
O=C(Cn1c(=O)sc2ccccc21)Nc1ccc(S(=O)(=O)N2CCCC2)cc1	-7.5%	5.1%	-10.6%	7.4%	-3.1%	6.9%	18.1%[10 µM]
CCN(CC)S(=O)(=O)c1ccc(S(=O)(=O)N(Cc2ccccn2)Cc2ccco2)cc1	-15.1%	u	-32.3%[inhibitor]	1.0%	38.2%[activator][38.3 µM]	11.2%	-16.0%[10 µM]
Cc1nn(C)cc1NC(=O)c1ccc(Br)o1	u	9.2%	21.8%	-3.2%	3.2%	18.2%	28.5%[10 µM]
Cc1cc(C(=O)COC(=O)Cc2n[nH]c(=O)c3ccccc23)c(C)n1-c1cccc(C(F)(F)F)c1	u	6.5%	-69.5%[inhibitor]	0.5%	15.7%	-9.0%	-21.9%[10 µM]
CCCCNc1nnc(SCC(=O)N2CCN(S(=O)(=O)c3ccc4ccccc4c3)CC2)s1	u	-11.7%	-23.4%	18.3%	30.3%[38.3 µM]	-3.2%	3.9%
Cc1ccc(C(=O)c2ccc([N+](=O)[O-])cc2)cc1	28.5%	-30.5%	-10.8%	-1.6%	45.8%[activator][38.3 µM]	-24.2%	11.7%
Cc1ccc(Nc2c([N+](=O)[O-])c(=O)n(C)c3ccccc23)cc1	4.2%[46 µM]	4.4%[9.22 µM]	x	-3.6%	11.8%	-2.1%	0.8%[10 µM]
CC(OC(=O)c1ccccc1NS(=O)(=O)c1cccc(C(F)(F)F)c1)C(=O)N(C)Cc1ccccc1 (configuration not stated)	1.5%	11.4%	x	x	x	7.0%	-1.4%[10 µM]
Cc1cccc(CN2CCN([C@@H](c3ccccc3)c3ccc(Cl)cc3)CC2)c1	-13.8%	20.9%[20.6 µM]	-12.8%[20.6 µM]	1.9%[17.1 µM]	2.3%	14.0%[21.7 µM]	-32.6%[inhibitor][17.1 µM]
Cc1ccc(CNC(=O)Cc2ccc(-n3cccc3)cc2)cc1	u	-24.4%	12.6%	-0.2%	-7.0%	-18.5%	-27.0%[10 µM]
COc1cc(C(=O)O/N=C(\N)c2ccncc2)cc(OC)c1OC	-17.7%	17.7%	-0.5%	0.8%	5.9%[38.3 µM]	-0.5%	-32.3%
CC1=CC(C)C2(CO)COC(c3cccnc3)C1C2C (configuration not stated)	6.8%	27.5%	-0.6%	1.5%	-0.6%	10.3%	7.5%[10 µM]
O=C(COC(=O)CC12CC3CC(CC(C3)C1)C2)Nc1ncc(Cl)cc1Cl	4.6%	-16.3%	-14.7%	1.7%	2.5%[38.3 µM]	1.1%	0.1%
COCCn1c(=O)c(-c2ccccc2)nc2cncnc21	0.6%	x	x	x	-15.7%	x	4.0%
COC(=O)CNC(=O)C(Cc1ccccc1)NS(=O)(=O)c1ccc2c(c1)c(=O)n(C)c(=O)n2C (configuration not stated)	u	13.0%	-4.1%&12.3%	3.0%	7.7%	-4.0%	-10.1%[10 µM]
Cc1ccccc1C1C(C#N)=C2N=C(N)c3c(sc4c3CCCCC4)N2C2=C1C(=O)CC(C)(C)C2 (configuration not stated)	7.4%	0.3%	9.7%	0.4%	-12.5%[38.3 µM]	u	-32.9%

Compound profiles (already shown).
Profile of COCCn1c(=O)c(-c2ccccc2)nc2cncnc21 → LMNA splice mod = 0.6%; HttQ103 aggreg = x; SMN2 splice enh = x; KinaseGlo FLuc = x; IMPase Li cell = -15.7%; CBFb RUNX1 block = x; HTT ATP protect = 4.0%
Profile of CCCCN(CCCC)NC(=O)c1ccccc1 → LMNA splice mod = -12.2%[46 µM]; HttQ103 aggreg = 4.9%; SMN2 splice enh = -7.5%; KinaseGlo FLuc = 1.3%; IMPase Li cell = 1.8%; CBFb RUNX1 block = -2.0%; HTT ATP protect = u

Compound activity: PubChem BioAssay, National Center for Advancing Translational Sciences (NCATS)
